AmpC inh no detg: inhibitors of E. coli AmpC beta-lactamase without detergent; P00811; Potency, µM (top dose mostly 57.1 µM), inactives show at the highest dose activity change, negative = inhibition, most hits filed as inhibitors; AmpC nitrocefin hydrolysis, absorbance 480 nm, 0.0001% Triton; 330,000 tested, 0.52% active; AID 485341;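 further: potency means the concentration at half of the fitted maximal effect; plate controls were no compound for no effect and no enzyme for full effect; nearly all actives have a fitted effect of over 20% in size; some results filed as inactive show a strong effect at the top dose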
Target sequence (P00811 whole entry, looked up): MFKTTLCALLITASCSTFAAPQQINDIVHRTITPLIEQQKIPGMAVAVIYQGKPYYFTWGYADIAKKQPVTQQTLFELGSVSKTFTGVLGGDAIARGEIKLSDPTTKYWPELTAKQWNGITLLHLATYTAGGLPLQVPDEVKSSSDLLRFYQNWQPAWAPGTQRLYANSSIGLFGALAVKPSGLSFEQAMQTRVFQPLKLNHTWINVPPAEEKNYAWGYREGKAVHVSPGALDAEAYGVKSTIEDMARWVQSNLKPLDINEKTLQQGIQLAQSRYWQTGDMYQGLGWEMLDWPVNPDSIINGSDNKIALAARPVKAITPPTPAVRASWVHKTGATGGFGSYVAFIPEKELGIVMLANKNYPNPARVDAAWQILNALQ
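20 mM phosphate pH 7.0 + 0.01% (detergent screen) or 0.0001% Triton X-100; 5.3 nM AmpC reagent; cpd preinc 15 min RT; nitrocefin (800 uM stock) to start; A480 q20 s × 4 min; Activity was normalised to no-enzyme and no-compound control wells.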
Sm TGR inh: blocks Schistosoma mansoni thioredoxin glutathione reductase; Q962Y6; purified TGR, DTNB reduction, TNB absorbance 405 nm; Potency, µM (titrated, usually from 114 µM), without a hit: at the highest dose activity change, negative = inhibition, actives largely listed as inhibitors; 360,000 tested, 3% active; AID 485364; further: potency means the concentration at half of the fitted maximal effect; nearly all actives have a fitted effect of over 60% in size
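Kinetic colorimetric format: TGR-catalysed, NADPH-driven DTNB reduction monitored via TNB absorbance. Enzyme dispensed at 20 nM; compound exposure 15 min at room temperature before reaction start.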
Giardia FBPA inh: inhibitors of Giardia lamblia fructose-1,6-bisphosphate aldolase; A8B2U2; purified Giardia FBPA; Potency, µM (highest dose often 59.6 µM), for inactives: top-dose activity, negative = inhibition, usual class: inhibitors; 290,000 tested, 0.71% active; further: potency means the concentration at half of the fitted maximal effect; nearly all actives have a fitted effect of over 55% in size
Target sequence (A8B2U2 whole entry, looked up): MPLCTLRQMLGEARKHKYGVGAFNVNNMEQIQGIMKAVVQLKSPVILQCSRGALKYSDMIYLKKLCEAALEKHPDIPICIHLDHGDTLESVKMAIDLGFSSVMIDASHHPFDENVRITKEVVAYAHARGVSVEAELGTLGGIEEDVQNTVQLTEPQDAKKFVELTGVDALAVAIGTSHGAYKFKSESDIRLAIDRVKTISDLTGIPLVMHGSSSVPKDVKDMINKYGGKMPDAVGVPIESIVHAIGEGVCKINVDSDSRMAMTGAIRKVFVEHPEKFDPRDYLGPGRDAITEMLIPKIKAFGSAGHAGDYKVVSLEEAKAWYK
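40 nM FBPA preincubated 10 min at RT with compound (up to 57.5 uM final), then substrate plus GAPDH/TPI/NAD/arsenate coupling and diaphorase/resazurin added. Fluorescence read after 20 min at RT, 525/598 nm.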
AmpC detergent: AmpC beta-lactamase inhibition with detergent present | 370,000 tested, 0.041% active | Potency, µM (series often up to 114 µM), inactives show at the highest dose activity change, negative = inhibition, most hits filed as inhibitors | AmpC hydrolysis of nitrocefin, absorbance 480 nm, 0.01% Triton | AID 485294;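 further: potency means the concentration at half of the fitted maximal effect; 0% = no-compound wells and -100% = no-enzyme wells; nearly all actives have a fitted effect of over 25% in size; some results filed as inactive show a strong effect at the top dose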
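20 mM phosphate pH 7.0 + 0.01% (detergent screen) or 0.0001% Triton X-100; 5.3 nM AmpC reagent; cpd preinc 15 min RT; nitrocefin (800 uM stock) to start; A480 q20 s × 4 min; Activity was normalised to no-enzyme and no-compound control wells.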
HCMV inh: human cytomegalovirus inhibition; HFF cells, HCMV-luciferase reporter, 72 h; hits give low values; 410,000 tested, 4.5% active; activity change, negative = inhibition, % at 57.5 µM; in the data active means activity change below about -60%; inconclusive means no clear call, values can overlap the other calls; inactive means above about -39%
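Two-dose cell screen: HFF monolayers treated with compounds and infected with luciferase-expressing HCMV at 1 PFU/cell, 72 h at 37C, then lysed for luciferase measurement.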
HCV inh: inhibitors of hepatitis C virus infection. Huh7.5.1 HCVcc-Cre infection, luciferase reporter, 44 h. Potency, µM (highest dose often 41.8 µM), for inactives: at the highest dose activity change, negative = inhibition, most hits filed as inhibitors. 340,000 tested, 3.4% active. AID 651820; further: potency means the concentration at half of the fitted maximal effect
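Whole-lifecycle infectious HCVcc-Cre system; cells 1,000/well, compound then virus (~0.5 moi) added 4 h after plating, 44 h culture. Luciferase read 15 sec following 15 min substrate incubation, room temp.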
Starred values were filed as active, the others as inactive; ? = inconclusive; / = no result given; & = joins results of further samples; [ ] = remark or other dose. Unless noted, the call rests on the fitted dose curve; in most records, active means well fitted curve in the direction sought with a large enough effect; inconclusive means small, poorly fitted or top-dose-only effect, or another doubt; inactive means no such curve, though single readings can be large; an effect the other way counts as inactive or inconclusive. Unless noted, on the % scale 0 is the no-effect control and ±100 the full control effect.

SMILES | AmpC inh no detg | Sm TGR inh | Giardia FBPA inh | AmpC detergent | HCMV inh | HCV inh
CC1=C(C(=O)OC(C)C)C(c2ccco2)NC(=O)N1 (configuration not stated) | -11% | -16% | 1% | -3% | 14 | 20%
CCOc1ccc2nc(N=Nc3c(O)[nH]c(=O)[nH]c3=O)sc2c1 | -11% | -10% | ? | -1% | -29 | 6%
CC(NC(=O)CCc1c[nH]c2ccccc12)c1ccccc1 (configuration not stated) | -18% | 0% | 9% | -8% | 36 | 4%
CCOc1ccc(Nc2nc(Cc3nnc(SCC(=O)N(CC)CC)n3C)cs2)cc1 | 87%[activator] | -31% | -1% | -13% | 24 | 11%
CCOc1c(C#N)c(C#N)c2nc(C)cc(C)n12 | -17% | -20% | -1% | -13% | 101 | -9%
CC(=O)Oc1c(C(=O)c2nnc(C)o2)c(=O)n(C)c2ccccc12 | -4% | -2% | -8% | ? | 124 | 31%[activator]
CCOC(=O)c1ccccc1NC(=O)c1ccc2nc[nH]c2c1 | -23% | -9% | -12% | -12% | -37 | ?
COc1ccc(Cn2c(C(=O)O)c(CNC3CCC(C)CC3)c3ccc(C)cc32)cc1 (configuration not stated) | / | 0% | / | 1% | -10 | /
O=C(OCC(=O)N1CCN(C(=O)c2ccco2)CC1)c1sc2cc(F)ccc2c1Cl | -9% | -9% | -6% | ? | -10 | 20%
COc1ccc(NC(=O)CCCCCN2C(=O)CCC2=O)cc1Cl | -12% | 3% | 2% | ? | 15 | /
Cc1cc(C)nc(-n2ncc3c2CC(c2cccc(Cl)c2)CC3=O)n1 (configuration not stated) | 135%[activator] | 4% | 6% | 4% | -89* | -10%
O=C(Nc1nccs1)C1CCN(S(=O)(=O)c2cccnc2)CC1 | -2% | 0% | 3% | ? | -9 | 23%
COC(=O)c1ccc(-c2nc3cc(N)ccc3o2)cc1 | -14% | 2% | -9% | -6% | -11 | -14%
O=C(CCc1ccccc1)N1CCN(CCO)CC1 | 0% | 13% | -11% | 5% | -14 | 1%
COc1cc(-c2nnc(SCCOc3ccccc3)o2)cc(OC)c1OC | / | 0% | / | 28% | 4 | /
CCOc1c(Br)cc(CNc2ccc(N3CCOCC3)cc2)cc1OC | 108%[activator] | -29% | -15% | 1% | 0 | ?
CCN(CC)c1ccc(NS(=O)(=O)c2ccc(-c3ccc(=O)[nH]n3)o2)c(C)c1 | -20% | ? | 5% | 2% | ? | -6%
CCN(c1ccccc1)c1ccc2cc(S(=O)(=O)N3CCCC3)ccc2n1 | / | 7% | / | 5% | -12 | /
COc1ccc(CCNC(=O)c2cc3ccccc3oc2=O)cc1 | -14% | -20% | 9% | -11% | -2 | 2%
O=C(O)CCC(=O)OCc1c(-c2ccccc2)ncc2ccccc12 | -11% | -30% | / | 4% | -4 | 18%
O=C1c2ccccc2C(O)N1c1ccc(Cl)cc1 (configuration not stated) | -21% | -1% | -1% | ? | -10 | -3%
CCCCC(=O)/C=C/n1c(=S)oc2ccccc21 | -24% | 0% | 1% | -13% | -101* | ?
CCOc1cc(N2CCOCC2)c(OCC)cc1NC(=O)Cn1cnnn1 | 0% | / | / | / | -6 | 13%
Cc1ccc2c(c1)N(C(=O)CCC(=O)NC1CCCCCC1)CCO2 | 4% | 9% | 5% | -12% | 1 | 6%
Cc1ccc2nc3c(cc(C(=O)NC4CCCCC4)c(=N)n3C3CCCCC3)c(=O)n2c1 | -19% | 3% | 1% | -12% | -5 | ?

The closing 4 entries of the part before are carried over, then new ones follow.
SMILES | AmpC inh no detg | Sm TGR inh | Giardia FBPA inh | AmpC detergent | HCMV inh | HCV inh
CCCCC(=O)/C=C/n1c(=S)oc2ccccc21 | -24% | 0% | 1% | -13% | -101* | ?
CCOc1cc(N2CCOCC2)c(OCC)cc1NC(=O)Cn1cnnn1 | 0% | / | / | / | -6 | 13%
Cc1ccc2c(c1)N(C(=O)CCC(=O)NC1CCCCCC1)CCO2 | 4% | 9% | 5% | -12% | 1 | 6%
Cc1ccc2nc3c(cc(C(=O)NC4CCCCC4)c(=N)n3C3CCCCC3)c(=O)n2c1 | -19% | 3% | 1% | -12% | -5 | ?
COc1cccc(-n2c(C)c3c(OC)cccc(=O)c3c2C)c1 | -24% | 22µM* | ? | 2% | 5 | -19%
N#C/C(C(=O)N1CCOCC1)=c1\s/c(=C/c2ccncc2)c(=O)n1-c1ccccc1 | -6% | 4% | -3% | -4% | / | /
Cc1ccc(S(=O)(=O)N(CCCO)Cc2cc3c(C)ccc(C)c3[nH]c2=O)cc1 | 173%[activator] | 2% | -9% | 2% | -32 | 5%
ClCc1nc2ccccc2n1Cc1ccccc1 | -8% | -25% | -28% | -11% | ? | -6%
O=C(CCn1nnc2ccccc2c1=O)NCC1CCC(C(=O)O)CC1 (configuration not stated) | 3% | 2% | 4% | -7% | -5 | 7%
Cc1ccc(-n2nnnc2SCC(=O)c2cc(C)n(-c3cc(C)on3)c2C)c(C)c1 | -1% | -24% | -7% | -13% | -37 | ?
Cn1c(C(=O)Nc2ccc3c(c2)OCCO3)cc2sccc21 | -40% | 0% | ? | -13% | 127 | /
O=C(NCCN1CCN(Cc2ccc([N+](=O)[O-])cc2)CC1)C(=O)Nc1ccccc1 | -38% | 4% | -9% | 2% | 38 | 19%
Cc1c(C(=O)O)oc2c1-c1nn(Cc3ccccc3Cl)cc1CC2 | / | -24% | / | 1% | 8 | /
CCOC(=O)COc1ccc(/C=C2/C(=O)NN(c3ccc(F)cc3)C2=O)cc1OC | -6% | 0% | ? | ? | -27 | 4%
CC[C@@H](C)[C@H](NC(=O)Cc1c(C)c2c(cc(C)c3c(C)c(C)oc32)oc1=O)C(=O)O | 17% | -26% | -4% | -1% | 16 | -4%
CC(C)NC(=O)c1ccc(COc2cc(Cl)ccc2Cl)o1 | 45% | -36% | 6% | 2% | 9 | 11µM*
COC1(OC)N=C(N)C2(C#N)C(c3ccc4c(c3)OCO4)C12C#N (configuration not stated) | -28% | ? | -23% | ? | -7 | 13%
O=C(CN1C(=O)c2ccc([N+](=O)[O-])cc2C1=O)Nc1nccs1 | -10% | / | -10% | -7% | 55 | 26%
CCOCCCn1c(=N)c(C(=O)NCCN2CCOCC2)cc2c(=O)n3cccc(C)c3nc21 | -10% | 0% | 6% | 2% | -17 | -29%
Cc1ccc(N2C(=O)CC(Sc3ncccc3C(=O)O)C2=O)cc1 (configuration not stated) | 2%[2.29 µM] | 6% | 2% | -2% | -14 | 15%
Cc1ccc(CNC(=O)CSc2nc3c(sc4ccccc43)c(=O)n2CCCC(=O)NCCO)cc1 | / | 5% | / | -12% | 8 | /
CC(C)N(C(=O)N1CCC(c2nc(-c3ccncc3)no2)CC1)C(C)C | 49% | 3% | 5% | -2% | ? | ?
COc1ccc(/C=N/NC(=S)Nc2ccccc2[N+](=O)[O-])cc1O | -39% | -2% | -7% | -4% | -66* | ?
O=C(CN1CCc2ccccc2C1)Nc1cccc(S(=O)(=O)N2CCOCC2)c1 | 38% | -4% | / | ? | 0 | ?
COC(=O)CN1C(=O)[C@H]2[C@@H](c3ccc(C)o3)N3C(=O)CN(Cc4ccccn4)C(=O)[C@@]3(Cc3ccccc3)[C@H]2C1=O | -1% | ? | -1% | -9% | -20 | 16%
O=C(N/N=C/c1ccc2c(c1)OCO2)c1ccc2ccccc2n1 | -41% | -1% | -12% | 4% | -28 | 4%
CCOC(=O)c1nnn(CC(=O)Nc2ccccc2)c1C(=O)OCC | -7% | 1% | 12% | 11% | -33 | 4%
Cc1oc(-c2ccccc2Cl)nc1CS(=O)(=O)CC(=O)NC(C)c1ccccc1 (configuration not stated) | 28% | -25%&-9% | -3% | ? | ? | ?
CCOc1ccc(S(=O)(=O)N2CCC(C(=O)N3CCN(Cc4ccccc4)CC3)CC2)cc1 | 198%[activator] | 1% | 3% | 0% | 5 | ?

(continued)
SMILES | AmpC inh no detg | Sm TGR inh | Giardia FBPA inh | AmpC detergent | HCMV inh | HCV inh
Cn1c(N)c(C(=O)COC(=O)CNC(=O)c2ccccc2Cl)c(=O)n(C)c1=O | -5% | -19% | / | -9% | -9 | 9%
COc1ccc(C)cc1NC(=O)C(=O)NNC(=O)COc1ccc(Cl)cc1 | -32% | 8% | 1% | 4% | 3 | ?
CCn1cc(CN2CCC(C(=O)Nc3ccc(Oc4cccnc4)cc3)CC2)c(C)n1 | -18% | -9% | / | 2% | -22 | 14%
CCCCC(=O)N(c1ccc(C)c(C)c1)C1C=CS(=O)(=O)C1 (configuration not stated) | -8% | -3% | 5% | ? | -11 | 11%
CN(C(=O)CN1C(=O)NC(C)(c2cccc(Br)c2)C1=O)C1CCCCC1 (configuration not stated) | 25% | 3% | / | -7% | -17 | 21%
c1ccc(CN2CCN(CCCNc3ccc4nnc(-c5ccccc5)n4n3)CC2)cc1 | 159%[activator] | -10% | 8% | -4% | / | -21%
O=C(NCC(c1cccnc1)N1CCN(c2ccccc2F)CC1)c1ccc(F)cc1 (configuration not stated) | / | -2% | / | 16% | -21 | /
O=C(Nc1cccc(F)c1)Nc1ccnn1C1CCN(C(=O)c2ccccn2)CC1 | -15% | 10% | / | -12% | 42 | 25%
Oc1ccc(CNc2ccccc2)c2cccnc12 | -50% | 0.25µM* | ? | ? | / | ?
Cc1cc(C(C)(C)C)oc1C(=O)N1CCN(C(=O)c2oc(C(C)(C)C)cc2C)CC1 | 0% | -13% | 6% | 2% | -66* | 4%
COc1ccc2c(c1)CCC/C2=N\NC(=O)c1ccoc1C | -3% | -12% | 0% | ? | 46 | -3%
COC(=O)c1ccc(NC(=O)CSc2nc(=O)n(Cc3ccco3)c3c2CCC3)cc1 | / | ? | / | -1% | -5 | /
Oc1ccccc1-c1cc(-c2ccco2)[nH]n1 | ? | ? | -18% | -8% | 183 | ?
COc1ccccc1OCC(=O)Nc1ccc(S(=O)(=O)Nc2cc(C)on2)cc1 | -40% | -10% | 4% | ? | -5 | 16%
OCCC1CN(Cc2nc3c(s2)CCCC3)CCN1Cc1ccccc1 (configuration not stated) | 86%[activator] | 35µM* | -4% | 2% | -24 | -11%
N#Cc1cccc(C#N)c1NCC1CCCO1 (configuration not stated) | -5% | -3% | 11% | -5% | -21 | -4%
Cc1oc(-c2ccc(F)cc2)nc1CN1CCCC(C(=O)N2CCOCC2)C1 (configuration not stated) | 23% | 3% | 9% | -8% | -37 | -11%
CC(NC(=O)CCCn1cc([N+](=O)[O-])cn1)c1ccccc1 (configuration not stated) | -20% | 1% | 3% | 0% | 4 | 21%
Cc1cc(C)nc(N/N=C/c2ccccc2)n1 | -20% | -9% | -1% | -2% | 26 | -5%

3 entries picked at random from those above:
SMILES | AmpC inh no detg | Sm TGR inh | Giardia FBPA inh | AmpC detergent | HCMV inh | HCV inh
Cn1c(N)c(C(=O)COC(=O)CNC(=O)c2ccccc2Cl)c(=O)n(C)c1=O | -5% | -19% | / | -9% | -9 | 9%
Oc1ccccc1-c1cc(-c2ccco2)[nH]n1 | ? | ? | -18% | -8% | 183 | ?
COc1ccc(C)cc1NC(=O)C(=O)NNC(=O)COc1ccc(Cl)cc1 | -32% | 8% | 1% | 4% | 3 | ?
